TAG inh: inhibitors of triacylglycerol accumulation, primary screen, cell-based, uHTS, fluorescence, H9c2; H9c2 cells, Nile Red lipid (TAG) fluorescence; cells loaded with 200 µM oleic acid; AID 651582, 2012; 0.66% of 230,000 active; inhibition, % at 12.5 µM;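 active = pattern-corrected inhibition of lipid staining of at least 50% with the nuclear-stain viability signal not falling by more than 50%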;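 also: 0% = DMSO wells and 100% = triacsin C control wells; some results filed as inactive read as strong as hits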
TAG inh DAPI viability: second read-out of TAG inh, no call of its own (marks repeat the call); DAPI nuclei signal change (viability), lower = more cytotoxic, %;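 whole-well DAPI fluorescence read on a plate reader as a viability signal; minus 50 percent equals half of cells still viable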
* hit, by the source's call.

SMILES	TAG inh	TAG inh DAPI viability
COC(=O)[C@@]12CCCN1[C@H](c1ccc(-c3ccc(C(C)=O)cc3)c(OC)c1)[C@H]1C(=O)N(C)C(=O)[C@H]12	-14	-3
C/C(=N\OC(=O)c1ccccc1)c1c(C)nc2cc(C)ccn12	-11	19
CCC(CC)=NNc1ccc([N+](=O)[O-])cc1[N+](=O)[O-]	5	-6
CN(C)c1ccc(/C=C/C(=O)c2ccc3c(c2)OCO3)cc1	-10	-11
Cc1ccc(S(=O)(=O)N2CCCC2)cc1C(=O)NCCN1CCOCC1	-15	-1
Cc1c2cnn(-c3ccccc3)c(=O)c2c(C)n1CCCC(=O)N1CCN(C)CC1	-1	2
CC(C)(C)NC(=O)NC(=O)COC(=O)c1cc(=O)[nH]c2ccccc12	-14	-3
Cc1cc(C)n2nc(SCCOc3ccccc3)nc2n1	8	-1
CCn1nc(C)c(CN2CCCC(CO)(Cc3cccc(Cl)c3)C2)c1C (stereo not given)	-2	-7
COCCNC(=O)CCCn1c(=O)c2ccccc2n(Cc2cccc([N+](=O)[O-])c2)c1=O	2	-4
CC(C)Cc1nc(Nc2ccccc2C#N)c2nnn(Cc3ccccc3)c2n1	14	9
Cc1ccc(SCCCCN2CCOCC2)cc1	1	3
COc1cc(CNc2ncnc3c2ncn3[C@H]2CN(Cc3ccc4c(c3)OCO4)C[C@@H](CO)O2)cc(OC)c1OC	-1	2
CCN(CC)C(=S)NC(=O)c1cc(OC)c(OC)c(OC)c1	12	-1
Cc1cc(C(=O)Nc2nccs2)c2cc(F)ccc2n1	8	12
c1ccc2c(c1)NC(CN1CCOCC1)CO2 (stereo not given)	-15	-1
CC(=O)N1CCN(C(=O)COC(=O)COc2ccc(C#N)cc2)CC1	5	6
CN1CCN(S(=O)(=O)c2ccc3c4c(cccc24)C(=O)N3)CC1	-12	26
CN(Cc1ccccc1)S(=O)(=O)c1cc2c3c(c1)CCN3C(=O)CC2	2	6
S=C(Nc1ccc(Br)cc1Cl)N1CCC2(CC1)OCCO2	15	-6
COc1ccc(OC)c(NC(=O)C(Sc2ccccc2)c2ccccc2)c1 (stereo not given)	-19	-9
O=C(CNC(=O)c1cccs1)N/N=C/c1ccc(O)cc1O	-6	-3
O=C(NCC(=O)N(Cc1cccs1)C(C(=O)NC1CCCC1)c1ccco1)c1cccs1 (stereo not given)	11	1
CC(C)c1ccc2[nH]c3nc(SCC(=O)N4CCOCC4)nnc3c2c1	17	0
CCCNC(=O)c1cc(C2CCCN(C(=O)c3ccc(NC(C)=O)cc3)C2)on1 (stereo not given)	29	-20

Another view of 2 compounds above.
C/C(=N\OC(=O)c1ccccc1)c1c(C)nc2cc(C)ccn12
- TAG inh: -11
- TAG inh DAPI viability: 19

CCC(CC)=NNc1ccc([N+](=O)[O-])cc1[N+](=O)[O-]
- TAG inh: 5
- TAG inh DAPI viability: -6

The listing continues:
SMILES	TAG inh	TAG inh DAPI viability
C=CCn1c(C)cc(C(=O)CSc2nnc3c(Cl)cc(Cl)cn23)c1C	-13	-5
C=CCn1c(SCC(=O)Nc2cc(OC)c(NC(=O)c3ccco3)cc2OC)nnc1-c1ccncc1	7	-1
COc1ccccc1CNc1nc(NCc2ccc(C)cc2C)c2sccc2n1	-12	23
COc1ccc(C(=O)NC(=O)CSc2nc3nc(C)cc(C)n3n2)cc1	1	3
O=C(O)c1cc(NN=Nc2ccc(Br)cc2)cc([N+](=O)[O-])c1	7	-3
O=c1cc(-c2ccc(Br)cc2)[nH][nH]1	-2	11
O=C(Nc1ccc(Br)cc1Cl)c1ccc2c(=O)n3c(nc2c1)CCC3	17	-9
CCn1c(C(O)c2ccc3c(c2)OCO3)nc2ccccc21 (stereo not given)	-30	2
CCCCNS(=O)(=O)CCNCc1ccco1	-6	3
CCN(C(=O)CSc1nc2ccccc2n1CC(C)C)c1c(N)n(Cc2ccccc2)c(=O)[nH]c1=O	-6	6
CCS(=O)(=O)N1CCN(c2ccccc2)CC1	1	0
CCOC(=O)/C=C/C(=O)Nc1ccc(S(=O)(=O)Nc2c(C)cc(C)cc2C)cc1	23	-6
O=C(COC(=O)CNC(=O)c1ccc(Cl)cc1Cl)NC1CCCCCCC1	1	-4
Cc1ccc(/C=N/NC(=O)c2ccc(OC3CCCC3)cc2)o1	-2	5
Cc1ccc(/C=C/C(=O)NC(=S)N2CCN(c3ccc(F)cc3)CC2)cc1	2	-12
Cc1ccc(NC(=O)c2c3c(nc4ccccc24)CCC3)cc1	-2	6
COc1ccc(C(=O)N2CCCN(C)CC2)c(OC)c1	-1	-5
CCOC(=O)C1CCCN(C(=O)COc2ccccc2F)C1 (stereo not given)	-9	2
COc1ccccc1CNC(=O)COC(=O)C1=COCCO1	-14	-1
FC(F)(F)c1ccnc(NCc2ccco2)n1	1	-3
COC(=O)CNC(=O)C(NC(=O)c1ccc(Cl)cc1)C(C)C (stereo not given)	0	12
O=c1[nH]cnc2nn(-c3ccccc3)nc12	-16	9
CC(=O)c1cccc(NC(=O)c2ccc(-c3c(C)noc3C)c3ccoc23)c1	17	0
O=C(CSc1nnc2ccccn12)NCc1ccco1	2	11
CCCn1c(C(O)c2ccc(OCC)cc2)nc2ccccc21 (stereo not given)	-36	-7

Looked up one by one from above (two):
SMILES	TAG inh	TAG inh DAPI viability
CCOC(=O)/C=C/C(=O)Nc1ccc(S(=O)(=O)Nc2c(C)cc(C)cc2C)cc1	23	-6
CCOC(=O)C1CCCN(C(=O)COc2ccccc2F)C1 (stereo not given)	-9	2

Additional results:
SMILES	TAG inh	TAG inh DAPI viability
CC(C)(CNS(=O)(=O)c1ccc2ccccc2c1)N1CCOCC1	-11	4
CCCC[C@H]1COCCS(=O)(=O)N1Cc1cccc([N+](=O)[O-])c1	3	9
CC1=CC(=O)C=C(C)C1=NOS(=O)(=O)c1ccccc1	-41	6
COc1ccc(N2CCN(Cc3cc(=O)c(OCC(=O)NC4CCCC4)co3)CC2)cc1	2	6
COCC(=O)N1CCCN(c2nc3c(C)cccc3cc2C#N)CC1	-23	0
CCc1ccc(CNC(=O)CCc2nc(-c3cccs3)no2)cc1	-1	-7
CCOC(=O)c1cc(CC)sc1NC(=O)CN1CCN(C(=O)C2CCCO2)CC1 (stereo not given)	12	-2
NC(c1ccccc1)c1csc(NC(=O)Nc2ccccc2Oc2ccccc2)n1 (stereo not given)	35	0
Cc1ccc(C(=O)NNc2nc3ccccc3nc2C(F)(F)F)cc1	-10	1
C[C@H](CO)N1C[C@H](C)[C@@H](CN(C)Cc2ccc3c(c2)OCO3)Oc2ccc(NC(=O)Cn3cnnn3)cc2C1=O	7	-8
O=C(Cn1ccc2ccccc2c1=O)NCCC(=O)N1CCN(c2cccc(Cl)c2)CC1	11	-5
Cc1nc2nc(SCC(=O)c3ccc([N+](=O)[O-])cc3)[nH]c2cc1Br	7	4
O=C(CNC(=O)c1cccs1)Nc1ccc(N2CCOCC2)cc1	-15	-2
COc1ccc(C)cc1S(=O)(=O)Nc1cc2c3c(c1)C(C)C(=O)N3CCC2 (stereo not given)	3	-4
Cc1c(NC(=O)C(C)N(c2ccccc2)S(C)(=O)=O)c(=O)n(-c2ccccc2)n1C (stereo not given)	5	2
Cc1c(NC(=O)CCCCCN2C(=O)C3C4C=CC(C4)C3C2=O)c(=O)n(-c2ccccc2)n1C (stereo not given)	7	5
O=C(NCc1ccccc1)Nc1cccn(Cc2c(F)cccc2Cl)c1=O	-2	-5
O=C(CCCCCCCC(=O)N1CCCCC1)N1CCCCC1	-2	-2
Cc1[nH]c2ccccc2c1SCC(=O)NNC(=O)Nc1ccc(OC(F)(F)F)cc1	7	3
Cc1nc2ccccn2c(=O)c1NC(=O)c1cccc2ccccc12	1	-2
Cc1noc(C)c1NC(=O)N(C)C[C@H]1OCc2cn(nn2)CCCC(=O)N([C@@H](C)CO)C[C@@H]1C	-6	4
O=C(OCCCN1CCOCC1)c1ccc(O)c(O)c1	7	-1
CC(C)NC(=O)Cn1cnc2c1c(=O)n(C)c(=O)n2C	1	-11
C=CCN1C(=O)C(CC(=O)Nc2ccccc2)S/C1=N/c1nccs1 (stereo not given)	-5	-7
COc1ccc(S(=O)(=O)N(C)CC(=O)NCc2cccnc2)cc1	-18	3

The final 6 records of the section above come first, to join the parts.
SMILES	TAG inh	TAG inh DAPI viability
Cc1nc2ccccn2c(=O)c1NC(=O)c1cccc2ccccc12	1	-2
Cc1noc(C)c1NC(=O)N(C)C[C@H]1OCc2cn(nn2)CCCC(=O)N([C@@H](C)CO)C[C@@H]1C	-6	4
O=C(OCCCN1CCOCC1)c1ccc(O)c(O)c1	7	-1
CC(C)NC(=O)Cn1cnc2c1c(=O)n(C)c(=O)n2C	1	-11
C=CCN1C(=O)C(CC(=O)Nc2ccccc2)S/C1=N/c1nccs1 (stereo not given)	-5	-7
COc1ccc(S(=O)(=O)N(C)CC(=O)NCc2cccnc2)cc1	-18	3
Cc1ccc(C)n1-c1ccc(C#N)cn1	-6	3
C[C@H](NC(=O)c1ccccc1)C(=O)OCC(=O)Nc1sccc1C(N)=O	9	-6
COc1ccccc1NC(=O)COC(=O)c1ccc2c(=O)n3c(nc2c1)CCC3	2	-4
COc1ccccc1NC(=S)N1CCN(c2cccc(C)c2C)CC1	-15	-1
C=CCOc1ccc(CNc2ccc3[nH]c(=O)[nH]c3c2)cc1OC	9	2
O=C(O)c1ccc2c(c1)S(=O)(=O)c1cc(N3CCN(c4ncccn4)CC3)ccc1C2=O	-3	4
COc1ccc(-c2cccc(C(=O)Nc3ccc(OC)c(OC)c3)c2)cc1	9	-6
Cc1cc(C)c(S(=O)(=O)Nc2cc(C)on2)c(C)c1	6	-5
CCN(CC)S(=O)(=O)c1ccc(-c2cc(C(=O)OC)sc2C(F)(F)F)cc1	3	5
CCC1Nc2ncnc(N3CCOCC3)c2N(Cc2ccc(C)cc2)C1=O (stereo not given)	10	0
CC(O)CNCCCOc1ccccc1OCc1ccccc1 (stereo not given)	12	0
NC(=O)CC(NC(=O)Cc1ccc(Cl)cc1)c1ccc(NC2CCN(Cc3ccccc3)CC2)c([N+](=O)[O-])c1 (stereo not given)	-3	-3
C[C@@H]1CN([C@@H](C)CO)C(=O)c2cc(Br)cnc2O[C@H]1CN(C)C(=O)c1cccc(F)c1	-15	5
O=C(c1ccccc1F)N1CCN(c2cccc(C(F)(F)F)c2)CC1	-7	-1
COc1cc(C(=O)N2CCC(C(N)=O)CC2)ccc1OCc1c(C)noc1C	-10	-4
COc1ccccc1C(=O)COC(=O)CN1C(=O)NC2(CCCC2)C1=O	-7	4
COc1ccc(C(=O)NC(Cn2ccnc2)C(C)(C)C)cc1OC1CCN(C(C)C)CC1 (stereo not given)	8	1
Cc1ccc(NS(=O)(=O)c2ccc(OCC(=O)NCc3ccccn3)cc2)cc1	-9	-6
Cc1ccc(CN2CCN(CCCn3cccn3)CC2CCO)cc1 (stereo not given)	-6	1
CC(C)(C)C(=O)NC1CC2CCCC(C1)N2C(=O)Nc1ccccc1 (stereo not given)	-9	7
CCN1CCN(C(=O)N(CC(=O)Nc2ccc(C(N)=O)cc2)S(=O)(=O)c2ccc(C)cc2)CC1	-12	4
CN1C(=O)N(c2nnc(C(C)(C)C)s2)C(=O)C1c1ccccc1 (stereo not given)	3	-10
O=C(NCC1CCCO1)c1ccc2c(c1)N(Cc1ccc(Cl)cc1)CCS2 (stereo not given)	-5	43
CCCn1c(SCC(=O)NC23CC4CC(CC(C4)C2)C3)n[nH]c1=O	-6	11
COc1ccc(-n2c(Cc3cccn3C)nnc2SCC(=O)N2CCCC2)cc1	12	-5
Later entries:
SMILES	TAG inh	TAG inh DAPI viability
CNC(=O)COc1ccc(S(=O)(=O)Nc2ccccc2)cc1	6	0
Cc1ccc(C)c(S(=O)(=O)ON2C(=O)c3ccccc3C2=O)c1	-17	-2
CCCc1cc(C(=O)OC)c(NC(=O)CCC(=O)O)s1	-8	-2
CCOC(=O)C(CC)/C(C)=N\NC(=O)CCC(=O)Nc1ccc(Cl)cc1Cl (stereo not given)	-1	2
CC1CN(C(=O)c2ccccc2OCc2ccc(Cl)cc2Cl)CC(C)O1 (stereo not given)	-15	-4
Cc1c(Cl)cccc1NC(=O)CNC(=O)CCS(=O)(=O)c1ccc(F)cc1	3	-3
COc1ccc(CCNC2=CC(=O)CC(C)(C)C2)cc1	15	-12
COc1ccc(C2=NCCn3nc4cc(OC)ccc4c32)cc1	0	2
CCOc1ccc(C(CC(=O)O)NC(=O)c2cccs2)cc1OC (stereo not given)	11	-5
Cc1ccsc1/C=N\NC(=O)CCc1c(C)n[nH]c1C	1	2
CN(Cc1ccccc1)C(=O)c1[nH]cnc1C(=O)Nc1ccccc1F	-4	2
O=C(NC1CCC(O)CC1)c1ccc(-c2ccc([N+](=O)[O-])cc2)o1 (stereo not given)	18	-2
COc1ccccc1OCC(=O)Nc1cccc(-c2nnc(-c3ccco3)o2)c1	-11	-4
CCOC(=O)CN(C(=O)COc1nc(-c2ccccc2)cc(C)c1C#N)c1ccc(F)cc1	-3	-3
COCCn1c(=O)[nH]c2cc(C(=O)Nc3cccc(F)c3)ccc2c1=O	8	0
CCc1cccc(C)c1NC(=O)CN1C(=O)NC(Cc2ccccc2)C1=O (stereo not given)	-8	-1
CC(C)(C)c1cc(NC(=O)C2(C)CCN2C(=O)C2(c3ccccc3)CC2)no1 (stereo not given)	23	1
O=C(O)c1ccc(S(=O)(=O)Nc2ccc3c(c2)OCCO3)cc1	10	-8
FC(F)(F)c1ccc2c(c1)N1CCCC1CN2 (stereo not given)	41	1
CN(C)S(=O)(=O)c1cccc(NC(=O)CC23CC4CC(CC(C4)C2)C3)c1	9	-4

Copied from the listing for reference:
SMILES	TAG inh	TAG inh DAPI viability
COC(=O)[C@@]12CCCN1[C@H](c1ccc(-c3ccc(C(C)=O)cc3)c(OC)c1)[C@H]1C(=O)N(C)C(=O)[C@H]12	-14	-3
C/C(=N\OC(=O)c1ccccc1)c1c(C)nc2cc(C)ccn12	-11	19
CCC(CC)=NNc1ccc([N+](=O)[O-])cc1[N+](=O)[O-]	5	-6
CN(C)c1ccc(/C=C/C(=O)c2ccc3c(c2)OCO3)cc1	-10	-11

Compound activity: PubChem, Sanford-Burnham Center for Chemical Genomics

These rows are one share of the data; count on the stated rates, not on these rows.
